aSyn yeast rescue = qHTS of alpha-syn Inhibitors: NCGC Sytravon Library Screen; S. cerevisiae alpha-synuclein toxicity rescue, BacTiter-Glo growth, 24 h; 94,000 tested, 0.02% active; Potency, µM (doses to about 46.1 µM), without a hit: top-dose growth rescue (activation), usual class: activators; AID 1347070, 2019; active = well fitted activation curve with a large enough effect; note: 0% is about no effect
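Growth restoration measured by BacTiter-Glo luminescence after 24 hr at 30 deg C; alpha-synuclein yeast, raffinose-pregrown to mid-log, were added at OD600=0.02 in galactose medium onto pinned compounds.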
Active calls of the source: *; [ ] = dose if it differs, or a comment. Potency is the fitted concentration of half-maximal effect. An excerpt (hit frequency here may not be typical).

Sample of the layout, 6 compounds:
molecule | aSyn yeast rescue
Cc1ccc(NC(=O)CCNS(=O)(=O)c2cccc3nonc23)cc1Cl | -12%
COc1cc(OC)cc(-c2nc3nc(C)c(CCC(=O)Nc4cc(C)cc(C)c4)c(C)n3n2)c1 | -3%
COc1ccc(N2CC(NC(=O)N3CCN(c4ccccc4)CC3)CC2=O)cc1 (stereo unspecified) | -4%
Cc1cc(C)nc(SCC(=O)OCC(=O)Nc2nc3ccccc3s2)n1 | -9%
COc1cc(NC(=O)CCc2nc3cccnc3n2Cc2cccs2)cc(OC)c1OC | 7%
COc1ccc(NC(=O)N(C(C)C)C2CCN(C(C)=O)CC2)c(OC)c1 | 7%

The listing, repeating the preview:
molecule | aSyn yeast rescue
Cc1ccc(NC(=O)CCNS(=O)(=O)c2cccc3nonc23)cc1Cl | -12%
COc1cc(OC)cc(-c2nc3nc(C)c(CCC(=O)Nc4cc(C)cc(C)c4)c(C)n3n2)c1 | -3%
COc1ccc(N2CC(NC(=O)N3CCN(c4ccccc4)CC3)CC2=O)cc1 (stereo unspecified) | -4%
Cc1cc(C)nc(SCC(=O)OCC(=O)Nc2nc3ccccc3s2)n1 | -9%
COc1cc(NC(=O)CCc2nc3cccnc3n2Cc2cccs2)cc(OC)c1OC | 7%
COc1ccc(NC(=O)N(C(C)C)C2CCN(C(C)=O)CC2)c(OC)c1 | 7%
COc1cccc(NC(=O)Cn2c(=O)n(CC(=O)NCCc3ccccc3)c(=O)c3sccc32)c1 | -10%
COc1ccc(NC(=O)CN2C(=O)COc3ccc(S(=O)(=O)N4CCOCC4)cc32)cc1Cl | -6%
CCOC(=O)c1sc(NC(=O)C2CC(=O)N(c3ccc(OCC)cc3)C2)nc1C (stereo unspecified) | 4%
Cc1cccc(C(=O)NCC(=O)Nc2ccncc2)c1 | 12%
Cc1ccc2nc(N3CCN(c4cccc(Cl)c4)CC3)c(-n3nc(C)cc3C)nc2c1 | -6%
O=C(c1cc2c(=O)oc3ccccc3c2s1)N1CCN(c2ccccc2)CC1 | -9%
COC(=O)c1cc2c(N)c(C(=O)c3ccc(Cl)cc3)sc2nc1C(OC)OC | 6%
CCCCN(C)CCNC(=O)c1cc(-c2ccc(Cl)s2)nc2ccccc12 | 0%
Cc1cccc2cc(-c3nc(-c4cccs4)no3)c(=O)oc12 | -5%
Cc1nnsc1C(=O)NNS(=O)(=O)c1cc(C(F)(F)F)cc(C(F)(F)F)c1 | 0%
O=C(Cn1cc(S(=O)(=O)N2CCN(c3ccccc3F)CC2)c2ccccc2c1=O)Nc1ccc(F)cc1Cl | 1%
CCOc1ccc(NC(=O)Cn2cc(C(=O)c3ccccc3)c(=O)c3cc(OC)ccc32)cc1 | 1%
Cc1cccn2c(=O)c3cc(C(=O)NCc4ccco4)c(=N)n(C4CCCC4)c3nc12 | -9%
CCOc1ccccc1CNC(=O)C1CCN(C(=O)N2CCOc3ccc(Cl)cc32)CC1 | 16%
Cc1ccc(NC(=O)CSc2nc3nccnc3c(=O)n2CCc2c[nH]c3ccccc23)c(C)c1 | 5%
COc1ccc(NC(=O)CN2C(=O)C3CC=CCC3C2=O)cc1Cl (stereo unspecified) | 1%
Cn1cc(-c2cccc(Cl)c2)cc(C#N)c1=O | -19%
COc1ccc(OC)c(CNC(=O)c2ccc3c(c2)c(C)c(C)n3Cc2ccc(Cl)cc2)c1 | 2%
COc1cccc(CN(C)C(=O)CSC(C)C(=O)Nc2cc(C)on2)c1OC (stereo unspecified) | -1%
COC(=O)c1sccc1NC(=O)CC1C(=O)NCCN1C(=O)c1ccccc1 (stereo unspecified) | 3%
C#CCN(C[C@H]1[C@H](OC(=O)NCCCCCC)[C@H](OC(=O)NCCCCCC)C[C@H]2C(=O)N(c3ccccc3)C(=O)[C@@H]12)S(=O)(=O)c1ccc(C)cc1 | 13%
Cc1ccc(S(=O)(=O)N2CCCCC2)cc1C(=O)Nc1cccnc1 | 4%
Cc1c(OCC(=O)NC(Cc2c[nH]c3ccc(O)cc23)C(=O)O)ccc2c3c(c(=O)oc12)CCC3 (stereo unspecified) | 1%
O=C(NC1CCCC1)c1cc2nc(-c3ccccc3)cc(-c3ccccc3)n2n1 | 6%

(continued)
molecule | aSyn yeast rescue
COc1ccc(N(C)C(=O)c2cc(S(=O)(=O)N3CCc4ccccc43)cn2C)c(OC)c1 | 3%
CN1OC[C@@H]2C(=O)N3CCc4c([nH]c5ccccc45)[C@@H]3C[C@@H]21 | -8%
O=C(O)C1C(C(=O)O)C1(c1ccccc1)c1ccccc1 (stereo unspecified) | 3%
COc1cccc(CNC(=O)CCc2nc3cc(S(=O)(=O)N4CCOCC4)ccc3n2C)c1 | 11%
Cc1ccc(S(=O)(=O)NCc2ccccc2)cc1C(=O)NCC(C)(C)N1CCOCC1 | 6%
O=C(c1ccco1)N1CCN(S(=O)(=O)c2cccc([N+](=O)[O-])c2)CC1 | -8%
COc1ccc2c(c1)CC(C(=O)Nc1c(C)cc(C)cc1C)CO2 (stereo unspecified) | 0%
COc1ccccc1Cn1c(CNS(=O)(=O)c2c(C)cc(C)cc2C)nc2cccnc21 | 9%
COc1ccc(N(CC(=O)N2c3ccccc3CC2C)S(=O)(=O)c2c(C)nn(C)c2C)cc1 (stereo unspecified) | -3%
Cc1ccc(N2CCC3CC2c2cc(-c4ccc(C(F)(F)F)cc4)ccc23)cc1 (stereo unspecified) | 6%
O=C(c1ccc2c(=O)n(CCc3ccccc3)c(=O)[nH]c2c1)N1CCN(c2ccc(Cl)cc2)CC1 | -3%
CN1C2CCC1CC(NC(=O)CSCc1ccc(Cl)cc1Cl)C2 (stereo unspecified) | 6%
O=C(Nc1nccs1)C1CCCCN1S(=O)(=O)c1ccccc1 (stereo unspecified) | 2%
O=C(CSc1nnc(-c2ccncc2)n1C1CC1)c1cccs1 | -6%
COc1ccc(CCNC(=O)CN(c2ccc(OC)cc2)S(C)(=O)=O)cc1 | 1%
COc1ccc(C(=O)NCc2ccc3c(c2)CCN3C(C)=O)cc1OC | -3%
COc1ccc(CN2CCN(c3ncnc4sc5c(c34)CCCC5)CC2)cc1F | 6%
O=c1oc2ccc3ccccc3c2cc1-c1nnc(Nc2ccc(Cl)cc2Cl)s1 | 5%
CC(/C=C/c1ccccc1)=N\NC(=O)Cn1cncn1 | 6%
COC(=O)c1cc(C(=O)N2CCN(c3ncccn3)CC2)cc([N+](=O)[O-])c1 | -6%
NC1=C(Br)C(=O)c2ccccc2C1=O | -21%
CC(=O)Nc1ccc(S(=O)(=O)NCCc2csc3nc(-c4ccc(Cl)cc4)nn23)cc1 | 0%
CCCCN(CC)CCCNC(=O)c1cn(CC)c2ccc(S(=O)(=O)N3CCc4ccccc4C3)cc2c1=O | -4%
CCCc1cc(=O)[nH]c(Nc2ccccc2O)n1 | 3%
COc1cc(CNC(=O)c2ccc3nc(Cc4ccccc4)oc3c2)cc(OC)c1OC | 4%
Cc1ccc(CCNC(=O)C2CCN(c3nnc(C)c4c(C)n(-c5ccccc5)nc34)CC2)cc1 | 2%
Nc1cc(C(=O)OCC(=O)NCCNC(=O)COC(=O)c2ccc(Cl)c(N)c2)ccc1Cl | -8%
CCCCOc1ccc(C(=O)Nc2sc3c(c2C(=O)OCC)CCCCC3)cc1 | -9%
COc1ccccc1NC(=O)C1CC(C)OC1=O (stereo unspecified) | -8%
Cc1ccc(NC(=O)c2cccc(N3CCCS3(=O)=O)c2)cc1C | -12%

Following part.
molecule | aSyn yeast rescue
Cc1nc(N/N=C/c2cccnc2)cc(N2CCOCC2)n1 | -7%
COc1ccc(-n2nc3ccc(N)cc3n2)cc1 | -2%
COc1cc(NC(=O)Cn2c(=O)n(Cc3ccccc3OC)c(=O)c3cccnc32)cc(OC)c1 | -6%
Cc1ccc(Cn2cc(S(=O)(=O)c3cccc(Cl)c3)c(=O)c3cc(F)c(N4CCOCC4)cc32)cc1 | -3%
Cc1ccc(NC(=O)CCn2nnc3ccccc32)c(C)c1 | 5%
Nc1ncnc(Nc2ccc(S(N)(=O)=O)cc2)n1 | 9%
CCc1ccc(NC(=O)c2cc(S(=O)(=O)NC3CCCC3)ccc2F)cc1 | 19%
Cc1c(C(=O)N(C)Cc2cccc(F)c2)oc2c(Cl)cccc12 | 4%
CCN(C(=O)c1cn(CC(C)C)c(=O)c2cc(OC)c(OC)cc12)c1cc(OC)ccc1OC | -5%
CCC(=O)N1CCCc2cc(S(=O)(=O)N3CCN(c4ncccn4)CC3)ccc21 | 0%
COc1cccc(CN2CCCCC2C(=O)O)c1 (stereo unspecified) | 3%
O=c1c2ccccc2nnn1CCc1ccccc1 | 0%
Cc1ccc(NC(=O)CSC2=Nc3ccccc3C3=NC(Cc4ccccc4)C(=O)N23)cc1C (stereo unspecified) | -8%
Cc1oc(-c2cccc(Cl)c2)nc1CSCC(=O)NCc1ccccc1Cl | 20µM*
C[C@@H]1CN([C@H](C)CO)C(=O)c2cc(Br)cnc2O[C@@H]1CN(C)Cc1cncnc1 | -8%
O=C(CSc1nnc(-c2ccc(Br)cc2)n1-c1ccccc1)c1ccccc1 | 3%
COc1ccc(CNC(=O)c2cnn3c(C)c(Cc4ccc(F)cc4)c(C)nc23)cc1 | 3%
CCOc1ccc(C2c3c(oc4ccc(C)cc4c3=O)C(=O)N2Cc2ccc3c(c2)OCO3)cc1OC (stereo unspecified) | -15%
CCCN(CC(=O)Nc1ccccc1OC)C(=O)Cn1c(=O)oc2ccccc21 | 6%
Cc1nc([N+](=O)[O-])cn1CC(O)c1ccccc1 (stereo unspecified) | 1%
CCN(CC)C(=O)C1=C(C)N(Cc2ccc(OC)cc2)C(=O)C(CC(=O)NCc2cccs2)C1 (stereo unspecified) | 0%
COc1cccc(CNS(=O)(=O)c2ccc(S(=O)(=O)NC3CC3)cc2)c1 | 0%
CCCCNC(=O)CN1C(=O)NC(Cc2ccccc2)(Cc2ccccc2)C1=O | 5%
CCCNC(=O)COC(=O)c1c2c(nc3ccccc13)CCC2 | -6%
CCN(Cc1ccccc1)C(=O)Cn1c(=O)n(-c2ccc(C)c(C)c2)c(=O)c2c(C)c(C)sc21 | 3%
Cc1ccc(C)c(OCC(=O)Nc2ccc(S(=O)(=O)Nc3ncccn3)cc2)c1 | 1%
CCc1cccc(-n2c(=O)c3cccnc3n2CC(=O)Nc2ccc(F)c(C)c2)c1 | 3%
CCOc1ccccc1C=C1CCc2ccccc2C1=O | -15%
COc1cccc(Nc2nc3c(S(=O)(=O)c4cc(C)ccc4C)nnn3c3ccsc23)c1 | 2%
CCOC(=O)c1scc(-c2ccccc2)c1S(=O)(=O)Nc1cc(Cl)c(OC)cc1OC | 3%

The results go on:
molecule | aSyn yeast rescue
CCOc1ccc(NC(=O)CN2CCN(S(=O)(=O)c3ccc(OC)cc3)CC2)cc1 | -14%
COc1ccccc1CNC(=O)CN1CCN(c2ccc(C(C)=O)cc2)CC1 | -16%
COc1ccccc1CCNC(=O)C(=O)NCC(c1cccs1)S(=O)(=O)c1ccc(C)cc1 (stereo unspecified) | 8%
COc1cccc(CN(C)C(=O)CNC(=O)c2cccs2)c1OC | 12%
CC(C)Cn1c(SCC(=O)NCc2ccco2)nnc1-c1ccncc1 | 11%
Cc1cccc(CCNC(=O)C2CC(O)CN2C(=O)Nc2ccccc2)c1 (stereo unspecified) | -11%
CCC1=NN(C(=O)c2ccccc2[N+](=O)[O-])C(O)(c2ccccc2)C1 (stereo unspecified) | 3%
O=C(c1cc2c(=O)oc3ccccc3c2s1)N1CCN(c2cccc(Cl)c2)CC1 | -13%
CCN(c1ccccc1)S(=O)(=O)c1cc(Br)cc2c1N(C(=O)C1CC1)CC2 | -8%
Cc1nc2nc(NC(=O)c3ccc(Cl)cc3)[nH]n2c(=O)c1Cc1ccccc1 | -1%
O=C(Nc1cccc(F)c1)C1CCN(c2nc3ccccc3[nH]2)CC1 | -1%
O=S(=O)(NC1CC1)c1ccc2c3c(cccc13)CC2 | 21%
CCOC(=O)c1ccc(CN(Cc2ccc(F)cc2)S(=O)(=O)c2cc(C(=O)Nc3cccc(C(F)(F)F)c3)ccc2F)cc1 | 0%
CC(C)Nc1nc2c(S(=O)(=O)c3cccc(Cl)c3)nnn2c2ccsc12 | -6%
COc1ccc(-n2nc(C(=O)NCCCOC(C)C)c3c4ccccc4n(C)c3c2=O)cc1 | -1%
O=C(CNCc1ccccn1)Nc1cc(C(F)(F)F)ccc1N1CCOCC1 | -4%
CCOc1ccccc1C(=O)Nc1nnc(SCC(=O)N2CCCC2)s1 | -3%
Cc1ccc(SCC(=O)Nc2ccc(O)c(-c3nc4cc(C)ccc4o3)c2)cc1 | 3%
CCN(CC(=O)Nc1cc(Cl)ccc1C)C(=O)C1CCN(c2ncnc3sc(C)c(C)c23)CC1 | 2%
CC1CCC(N2CC(=O)N(CCC3=CCCCC3)C(c3ccc(F)cc3)C2=O)CC1 (stereo unspecified) | -33%[inhibitor]
O=c1n(Cc2ccc(Cl)cc2)c2ccccc2c2nc(-c3ccccc3)nn12 | -2%
COc1ccc(Cn2c(=O)c3oc4ccccc4c3n(CC(=O)Nc3ccc(F)cc3F)c2=O)cc1 | -14%

Another view of 4 compounds above:
Structure: Cc1ccc(SCC(=O)Nc2ccc(O)c(-c3nc4cc(C)ccc4o3)c2)cc1
  aSyn yeast rescue = 3%

Structure: COc1cccc(CN(C)C(=O)CNC(=O)c2cccs2)c1OC
  aSyn yeast rescue = 12%

Structure: COc1ccc(Cn2c(=O)c3oc4ccccc4c3n(CC(=O)Nc3ccc(F)cc3F)c2=O)cc1
  aSyn yeast rescue = -14%

Structure: Cc1cccc(CCNC(=O)C2CC(O)CN2C(=O)Nc2ccccc2)c1 (stereo unspecified)
  aSyn yeast rescue = -11%
